From PubChem
FAS-TE inh = FAS thioesterase domain inhibitors, primary screen, biochemical, fluorescence intensity, uHTS; recombinant FAS-TE, OMFH fluorogenic substrate, fluorescence endpoint; Fatty acid synthase (Homo sapiens), P49327; AID 602261, 2012; inhibition, % at 15 µM; 360,000 compounds, 0.67% hits;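 active = compounds whose normalised, plate-corrected inhibition of enzyme fluorescence in the single-dose primary screen is 50% or more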;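 note: 0% = DMSO with enzyme and 100% = substrate without enzyme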
NRP1-CendR mod = modulators of CendR peptide binding to NRP-1, primary screen, biochemical, fluorescence polarization, uHTS. Neuropilin-1 (Homo sapiens), O14786. FAM-RPARPAR peptide binding to NRP-1. inhibition, % at 25 µM. 360,000 compounds, 0.85% hits. AID 602438, 2012;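 active = inhibition or corrected inhibition above about 18%, plus a signal ratio from 0.5 to 1.5, limit read from the data, passing the limit was not always enough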; note: strong numbers were not always called active
Target sequence (O14786 whole entry, looked up): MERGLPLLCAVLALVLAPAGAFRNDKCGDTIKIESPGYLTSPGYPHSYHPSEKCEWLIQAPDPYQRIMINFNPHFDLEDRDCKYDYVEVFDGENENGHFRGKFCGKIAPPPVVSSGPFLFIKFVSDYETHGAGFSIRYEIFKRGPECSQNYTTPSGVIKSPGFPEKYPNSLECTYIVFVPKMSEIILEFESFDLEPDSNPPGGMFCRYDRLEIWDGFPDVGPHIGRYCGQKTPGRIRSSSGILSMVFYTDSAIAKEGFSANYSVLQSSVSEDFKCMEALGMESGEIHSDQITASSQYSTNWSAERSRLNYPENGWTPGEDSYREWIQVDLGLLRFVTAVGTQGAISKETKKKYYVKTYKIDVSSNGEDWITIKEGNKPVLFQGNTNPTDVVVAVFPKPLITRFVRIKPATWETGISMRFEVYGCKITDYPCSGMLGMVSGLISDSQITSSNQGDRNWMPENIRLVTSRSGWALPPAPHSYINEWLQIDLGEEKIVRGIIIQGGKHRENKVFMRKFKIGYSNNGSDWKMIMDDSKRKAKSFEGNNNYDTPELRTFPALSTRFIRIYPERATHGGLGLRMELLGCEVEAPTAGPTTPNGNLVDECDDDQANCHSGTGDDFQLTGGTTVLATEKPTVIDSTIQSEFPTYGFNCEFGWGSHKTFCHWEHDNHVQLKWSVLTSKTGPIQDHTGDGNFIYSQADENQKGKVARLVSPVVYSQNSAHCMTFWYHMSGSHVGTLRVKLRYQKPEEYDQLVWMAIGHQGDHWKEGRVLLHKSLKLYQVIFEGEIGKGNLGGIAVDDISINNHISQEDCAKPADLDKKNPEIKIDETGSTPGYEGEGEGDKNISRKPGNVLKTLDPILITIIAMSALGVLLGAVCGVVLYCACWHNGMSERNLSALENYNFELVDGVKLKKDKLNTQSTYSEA
SKN-1 block = suppressors of acrylamide-induced Pgst-4::GFP reporter in worms, primary screen, SKN-1 inhibitor project, whole organism, uHTS, GFP/RFP fluorescence ratio, strain VP596 | 360,000 compounds, 0.49% hits | inhibition, % at 21.8 µM | C. elegans VP596 Pgst-4::GFP/RFP ratio, 24 h;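 active = interference check ratio from 0.5 to 1.5 plus GFP to RFP signal ratio inhibition reaching or exceeding a fixed threshold, cut at about 30% in these data, passing the limit was not always enough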; note: some compounds called inactive have numbers as strong as hits
MT1-MMP act inh = blockers of MT1-MMP proenzyme processing, primary screen, HT1080 RFP-PRO-GFP cells, GFP/RFP fluorescence. Matrix metalloproteinase-14 (Homo sapiens), P50281. GFP/RFP ratio fluorescence, overnight; percent of plate control window, DMSO zero. GFP/RFP ratio change, % at 20 µM. 360,000 compounds, 0.061% hits;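 active = GFP/RFP ratio change of at least 30% with cell ATP level not reduced by more than half and red fluorescence within 50% of control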; note: strong numbers were not always called active
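Read-out: GFP/RFP fluorescence ratio; Test system: RFP-PRO-GFP reporter HT1080 cells; Compound dosing: single-point 20 µM compound, 1% DMSO; Times: overnight compound exposure at 37 °C.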
E coli Lon inh = inhibitors of E. coli Lon protease, primary screen, biochemical, fluorescence polarization; P0A9M0; 360,000 compounds, 0.42% hits; inhibition, % at 7.94 µM; purified E. coli Lon protease; in the data active = inhibition above about 13%, passing the limit was not always enough;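 note: 0% = enzyme with probe and DMSO and 100% = no enzyme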
MsrA act = bovine MsrA enzyme activators, primary screen, biochemical, absorbance, HTS | 360,000 compounds, 0.3% hits | activation, % at 10.6 µM | Methionine sulfoxide reductase A (Bos taurus) | purified bovine MsrA, absorbance read-out; in the data active = activation above about 7.5%;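 note: 0% = vehicle and 100% = reference activator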
Rin1 Abl inh = inhibitors of Rin1-Abl protein binding, primary screen, biochemical, TR-FRET; Tyrosine-protein kinase ABL1 (Homo sapiens) + Ras and Rab interactor 1 (Homo sapiens), …; inhibition, % at 7.35 µM; 360,000 compounds, 0.4% hits; AID 588664, 2011; in the data active = inhibition above about 5%, passing the limit was not always enough
MsrA inhibitor = bovine MsrA enzyme inhibitors, primary screen, biochemical, absorbance, HTS | purified bovine MsrA, absorbance read-out | 360,000 compounds, 0.75% hits | AID 651718, 2012 | inhibition, % at 15.5 µM; in the data active = inhibition above about 4.5%;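 note: 0% = vehicle wells with enzyme and 100% = reference inhibitor wells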
Neddylation inh = inhibitors of cullin neddylation, primary screen, biochemical, TR-FRET, uHTS, NAE and Ubc12; 360,000 compounds, 0.58% hits; calls only at 25 µM; AID 651699, 2012; in the data active = inhibition above about 36%
Starred values were filed as active, the others as inactive; i = inactive; nt = not tested or not shown; + = active, no number.

Values run as follows: FAS-TE inh	NRP1-CendR mod	SKN-1 block	MT1-MMP act inh	E coli Lon inh	MsrA act	Rin1 Abl inh	MsrA inhibitor	Neddylation inh
- O=C(NCc1ccc(Cl)cc1)c1cc(S(=O)(=O)N2CCCCC2)c[nH]1
    6	5	-1	4	5	1	2	0.2	i
- CN1CCN(NC(=O)/C=C/c2cccc([N+](=O)[O-])c2)CC1
    -2	6	-3	8	-1	-5	-2	0.6	i
- COc1ccccc1C(=O)Nc1ccnn1C1CCN(C2CCCCC2)CC1
    0	-5	10	0	-12	1	-1	0.6	i
- COc1ccc(C(=O)Nc2cccc3nc(C)ccc23)cc1OC
    -6	9	16	1	-8	-5	-1	0.6	i
- FC(F)C(F)(F)C(F)(F)C(F)(F)c1cc(-c2ccccc2)n[nH]1
    35	-177	15	-1	-4	0	1	-0.2	i
- c1ccc(Sc2cccc3ccccc23)c(CNC2=NCCN2)c1
    -67	7	3	-6	6	-4	-3	0.4	i
- COc1ccc(NC(=O)/C(C#N)=C/c2ccc[nH]2)c(OC)c1
    -7	-30	-9	-1	-58	-5	1	-0.3	i
- COc1cc(CCN=Cc2cc(Cl)cc(Cl)c2O)c([N+](=O)[O-])cc1OC
    5	-31	6	4	-2	-2	1	-1.5	i
- O=C(NCc1cn(-c2ccccc2)nc1-c1ccc(F)cc1)c1cccc([N+](=O)[O-])c1
    50	22	-4	-2	-5	-5	-2	-0.1	i
- O=c1c(OC2OC(CO)C(O)C(O)C2OC2OC(CO)C(O)C(O)C2O)c(-c2ccc(O)cc2)oc2cc(O)cc(O)c12 (stereo not drawn)
    -3	6	-6	0	-4	-9	12	1.5	i
- O=C(NCc1ccccc1Cl)c1[nH]c(C(F)(F)F)nc1-c1ccccc1
    -4	4	7	-3	-11	0	1	-0.3	i
- O=C(C1CCC(CNc2c(N3CCCCC3)c(=O)c2=O)CC1)N1CCN(c2ccccn2)CC1 (stereo not drawn)
    3	-12	7	0	-5	-2	-5	0.2	i
- Cc1ccc(Sc2ncccc2C(=O)NCc2cc([N+](=O)[O-])ccc2O)c(C)c1
    -2	-2	4	2	-3	-4	0	1.1	i
- COc1cc(C(=O)OCC(=O)Nc2c(F)c(F)c(F)c(F)c2F)cc(OC)c1OC
    11	21*	12	-1	0	2	3	-0.1	i
- O=C(Cn1[nH]c(=O)c2ccccc2c1=O)OCC(=O)N1CCCc2ccccc21
    0	-9	3	1	-4	-1	1	1.0	i
- CCC(C)(C)NC(=S)Nc1ccccc1C
    -3	11	-6	-6	9	0	2	1.4	i
- O=C(Cn1cnc2c(nnn2-c2cccc(Cl)c2)c1=O)N1CCCC1
    -4	8	5	-2	0	-4	3	1.2	i
- Cc1ccc(NC(=O)CNC(=O)C2CCCCC2)nc1
    -6	-6	23	0	-5	-2	0	-0.2	i
- CC(OC(=O)c1cccc(-n2cnnn2)c1)C(=O)Nc1ccccc1F (stereo not drawn)
    -2	-1	-1	7	11	-12	-2	0.4	i
- O=C(O)C1CC(c2cccc(Br)c2)=NO1 (stereo not drawn)
    -9	2	6	2	-12	-6	-8	0.1	i
- C/C(CC(=O)Nc1ccc2c(c1)OCCO2)=N\NC(=O)COc1ccccc1C
    0	-1	-10	1	3	-6	4	-0.5	i
- O=C(/C=C\c1ccco1)Oc1cccc2cccnc12
    -6	-11	-1	-4	7	-3	-2	1.1	i
- COc1cccc2cc(C(=O)CS(=O)(=O)c3ccc(C)cc3)c(=O)oc12
    -6	-19	-13	1	-3	-1	2	nt	i
- Cc1ccccc1OCC(=O)Nc1ccc(N2CCN(C(=O)C(C)C)CC2)c(Cl)c1
    8	-7	-12	1	-18	-5	3	1.4	i
- O=C(CSc1nc(-c2ccc(F)cc2)cs1)NC(=O)NCc1ccco1
    2	0	8	-3	4	-2	2	0.1	i
- COc1ccccc1NC(=O)COn1nnc2ccc(S(=O)(=O)N3CCOCC3)cc21
    -4	5	1	2	1	-2	0	0.3	i
- COc1ccc(CCNC(=O)CCN2C(=O)C(C)Oc3ccc(C)cc32)cc1OC (stereo not drawn)
    -5	2	18	5	11	2	1	0.7	i
- Cc1cc(-c2nnc(CCC(=O)N(C)CCc3ccccc3)o2)no1
    -6	10	-11	3	2	-7	-3	1.2	i
- CC(C)(C)c1ccc(COn2ccnc2)cc1
    -2	8	18	0	-1	-6	5	0.3	i
- CC(=O)c1cccc(NC(=O)CN2C(=O)C3C4C=CC(C4)C3C2=O)c1 (stereo not drawn)
    -8	-5	2	7	-10	-1	3	-1.0	i
- O=C(c1ccccc1F)N1CCN(c2ncccn2)CC1
    -3	8	-39	-10	-9	-3	-1	0.9	i
- O=C1CC(NS(=O)(=O)c2cccs2)CN1c1ccc(Cl)cc1 (stereo not drawn)
    -4	0	1	-2	-6	-11	4	0.5	i
- COc1ccc2ccccc2c1C(=O)/C=C\c1ccoc1
    -5	-10	7	-4	-6	-7	2	2.2	i
- Cn1c2c(c(=O)n(C)c1=O)C(NC(=O)c1ccco1)(C(F)(F)F)C(=O)N2 (stereo not drawn)
    -8	-2	-21	-2	10	-2	2	-0.3	i
- Cc1ccc(C)c(NC(=S)c2ccc3ccccc3n2)c1
    18	-3	1	6	0	-1	-1	2.9	i
- C#CCOCCOCCOCCNc1nc(N2CCN(C(=O)[C@H](CCCCN)n3cc([C@@H](N)CO)nn3)CC2)nc(N2CCN(C(=O)[C@H](Cc3ccc(O)cc3)n3cc([C@@H](N)CC(C)C)nn3)CC2)n1
    -13	19	-9	2	8	3	3	0.0	i
- Nc1ccc(C23CC4CC(CC(O)(C4)C2)C3)cc1
    1	5	21	12	2	-13	-1	-0.2	i
- O=C(O)/C=C/C(=O)N1CCN(S(=O)(=O)c2cc(C(F)(F)F)ccc2Cl)CC1
    -8	5	-5	-15	-1	-9	2	2.8	i
- CCOc1cc(C=O)cc(Br)c1OCC(=O)NCCc1ccccc1
    47	-10	-15	2	-3	-1	5	0.0	i
- O=C(CN(Cc1ccco1)C(=O)CNS(=O)(=O)c1ccc(F)cc1)NCc1ccccc1
    4	12	3	0	14	5	2	-1.0	i
- O=C(O)c1ccc(S(=O)(=O)N2CCC(NC(=O)C3CCCCC3)CC2)cc1
    -2	-3	17	-2	6	-3	1	-0.3	i
- O=C1CC(NCc2ccncc2)C(=O)N1c1ccccc1 (stereo not drawn)
    -7	-5	18	0	-7	-3	-1	0.7	i
- C=CCOc1nc2c(c(=O)n(Cc3ccc(Cl)c(Cl)c3)c(=O)n2C)n1C
    16	1	0	2	4	-5	-1	-0.5	i
- O=c1[nH]ncc(N2CCN(C(c3ccccc3)c3ccccc3)CC2)c1Cl
    4	2	2	-9	0	-13	1	0.8	i
- CCOc1ccccc1NC(=O)NC1CCN(CC(=O)Nc2ccc3c(c2)OCCO3)CC1
    -1	-4	8	-4	-6	-5	1	-0.7	i
- Cc1cc(C)c2nc(N3CCC(C(=O)N4CCN(C(=O)c5ccco5)CC4)CC3)sc2c1
    9	10	19	8	-11	1	2	-1.6	i
- Cc1nc(N2CCOCC2)nc(Oc2ccccc2F)c1[N+](=O)[O-]
    39	5	-7	2	-3	-3	1	0.8	i
- Cc1cccc(N(C)C(=O)c2cc3c(=O)[nH]c4ccc(C)cc4c3s2)c1
    -2	-2	4	-6	8	-5	-1	-0.6	i
- Cc1ccccc1OCCNC(=O)/C=C/c1ccc([N+](=O)[O-])cc1
    27	24	2	3	-4	-6	4	-0.1	i
- CCCn1c(N)c(CC)c(=O)[nH]c1=O
    -2	1	-1	8	2	-4	-8	-0.3	i

The listing continues:
Values run as follows: FAS-TE inh	NRP1-CendR mod	SKN-1 block	MT1-MMP act inh	E coli Lon inh	MsrA act	Rin1 Abl inh	MsrA inhibitor	Neddylation inh
- Cc1nn(Cc2ccc(Cl)c(Cl)c2)c(C)c1NC(=O)c1cc(C2CC2)on1
    13	6	12	2	-4	-2	2	0.0	i
- Cn1ccnc1Sc1ccc(/C=N/NC(=O)c2ccccc2[N+](=O)[O-])cc1[N+](=O)[O-]
    15	11	-2	2	-13	-2	1	2.1	i
- CCn1cc(C(=O)NCCN(CC(C)C)CC(C)C)c(=O)c2cc(S(=O)(=O)N3CCOCC3)ccc21
    0	6	-10	-4	2	-8	-3	1.9	i
- O=C(COC(=O)Cc1ccccc1F)Nc1ccc(SC(F)F)cc1
    7	7	-1	-2	-13	0	-2	-0.5	i
- CCN(CC)CCNC(=O)CNC(=O)c1nn(-c2ccc(OC)cc2)c(=O)c2ccccc12
    -6	3	-18	3	-14	-9	-2	1.0	i
- COc1ccc(C2=NN(CN3C(=O)C(=O)c4ccccc43)C(c3ccc(Br)cc3)C2)cc1 (stereo not drawn)
    26	2	13	-7	-1	-2	3	0.2	i
- CCN(CC)c1ccc(-c2nn3c(-c4ccccc4OC)nnc3s2)cc1
    18	-8	-3	16	1	-10	-2	nt	nt
- CCOC(=O)c1c(NC(=O)COC(=O)Cn2c(C)nc3ccccc32)sc2c1CCCC2
    15	-22	0	3	-4	-4	-3	0.2	i
- Cc1ccc(Cc2c(-c3ccccc3)nc3c(C)cc(Br)cn23)cc1
    16	-23	6	-5	1	-9	nt	0.9	i
- CCC(Oc1ccccc1OC)C(=O)N1CC(=O)Nc2ccccc21 (stereo not drawn)
    -6	3	19	-2	-5	-2	2	1.2	i
- Cc1ccccc1OCc1nc2ccccc2c(=O)n1/N=C/c1cn[nH]c1-c1ccccc1
    -1	-4	4	-4	9	-4	-1	1.6	i
- CC(=O)N1CCN(S(=O)(=O)c2cccc(C(=O)OCC(=O)N(Cc3ccccc3)C(C)(C)C)c2)CC1
    5	2	12	-1	-9	4	4	-0.5	i
- Cc1ccc(NC(=O)CSc2nnc(-c3n[nH]c4ccccc34)n2-c2ccccc2)c(C)c1
    4	-2	1	-9	-6	-3	-2	1.1	i
- CCCNC(=O)c1oc2ccc3c(c2c1C)C=CC(C)(C)O3
    8	7	21	1	4	-7	2	0.0	+
- CCOc1nc(-c2ccccc2)ccc1-c1noc(-c2ccncc2)n1
    -2	3	1	-1	-7	0	2	0.7	i
- Cc1ccc(C)c(OCC(=O)NNC(=O)CCN2CCN(c3ccccc3)CC2)c1
    -6	2	-7	2	12	1	1	-0.2	i
- Cc1ccc2c(=O)cc(C(=O)NCc3ccccc3)oc2c1C
    24	12	0	-8	5	0	-2	0.0	i
